HePTP inhibitor – inhibitors of human HePTP phosphatase, primary screen, biochemical, absorbance, leukemia target. 0.64% of 110,000 active. inhibition, % at 20 µM. recombinant HePTP phosphatase activity, OD absorbance; in the data active = inhibition above about 50%;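 note: plate controls were vehicle for no effect and reference inhibitor for full effect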
Target sequence (P35236 whole entry, looked up): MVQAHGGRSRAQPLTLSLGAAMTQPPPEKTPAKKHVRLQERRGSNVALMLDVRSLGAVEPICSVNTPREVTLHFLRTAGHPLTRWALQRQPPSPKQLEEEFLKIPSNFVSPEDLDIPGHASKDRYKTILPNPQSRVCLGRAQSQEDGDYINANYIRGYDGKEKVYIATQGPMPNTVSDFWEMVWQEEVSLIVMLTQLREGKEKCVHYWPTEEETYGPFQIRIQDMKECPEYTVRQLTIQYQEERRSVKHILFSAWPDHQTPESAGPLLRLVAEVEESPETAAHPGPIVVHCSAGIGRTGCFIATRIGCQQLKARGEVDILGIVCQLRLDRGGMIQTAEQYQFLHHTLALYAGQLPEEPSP
BAP1 inh – inhibitors of BAP1 deubiquitinase, primary screen, biochemical, Ub-AMC fluorescence, kinetic; recombinant BAP1, Ub-AMC hydrolysis fluorescence kinetic; active compounds read low; Ubiquitin carboxyl-terminal hydrolase BAP1 (Homo sapiens), Q92560; AID 436, 2006; activity remaining (% of control), % at 20 µM; 0.48% of 72,000 active;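 active = activity remaining at or below 50% of control, provided the compound also passes the data quality filters; inactive = the rest, including low values that fail the filters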;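 note: 100% = DMSO wells rate and 0% = substrate alone blank rate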
Target sequence (Q92560 whole entry, looked up): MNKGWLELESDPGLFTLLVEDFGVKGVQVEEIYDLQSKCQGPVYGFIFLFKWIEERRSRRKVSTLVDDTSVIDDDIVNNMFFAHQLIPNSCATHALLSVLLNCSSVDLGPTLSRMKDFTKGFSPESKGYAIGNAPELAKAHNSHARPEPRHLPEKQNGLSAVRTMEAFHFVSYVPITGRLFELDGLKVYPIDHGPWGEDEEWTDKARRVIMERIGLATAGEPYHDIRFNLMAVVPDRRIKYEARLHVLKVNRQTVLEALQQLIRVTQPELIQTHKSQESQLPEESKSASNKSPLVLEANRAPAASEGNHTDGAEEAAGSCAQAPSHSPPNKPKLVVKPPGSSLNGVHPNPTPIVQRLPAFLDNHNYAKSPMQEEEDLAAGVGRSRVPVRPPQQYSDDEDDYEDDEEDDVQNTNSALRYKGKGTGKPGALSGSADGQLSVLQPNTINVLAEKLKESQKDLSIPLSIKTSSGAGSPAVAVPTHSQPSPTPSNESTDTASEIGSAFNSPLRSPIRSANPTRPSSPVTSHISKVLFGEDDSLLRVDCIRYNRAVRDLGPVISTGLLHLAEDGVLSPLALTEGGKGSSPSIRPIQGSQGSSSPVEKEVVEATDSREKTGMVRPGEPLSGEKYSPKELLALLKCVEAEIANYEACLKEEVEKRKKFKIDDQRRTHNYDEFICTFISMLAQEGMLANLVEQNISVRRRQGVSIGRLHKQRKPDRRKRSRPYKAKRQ
The depositor's hits bear a star; / = not tested or not shown.

Results follow in this order: BAP1 inh, HePTP inhibitor
> COCc1cc(C)nc2sc3c(=O)n(Cc4ccco4)nnc3c12
    98, -5
> Clc1ccccc1-c1nnc2sc(-c3ccco3)nn12
    130, 7
> CC(C)(Oc1ccc(Cl)cc1)C(=O)NCc1ccco1
    91, -5
> COC(=O)c1cc(NC(=O)CCCC(=O)O)cc(C(=O)OC)c1
    /, 7
> CCN(CC)CC(O)Cn1c2ccccc2c2ccccc21 (stereo not given)
    96, 5
> NNc1nc(Nc2ccc(Br)cc2)nc(OC(C(F)(F)F)C(F)(F)F)n1
    /, -3
> O=C1CN(S(=O)(=O)c2ccc3ccccc3c2)CC(=O)N1
    /, -14
> CCOC(=O)C1=C(C)Nc2nc(SC)nn2C1c1ccc(C(=O)OC)cc1 (stereo not given)
    90, 2
> CCCOC(=O)c1ccc(NC(=O)C2C3C=CC(O3)C2C(=O)O)cc1 (stereo not given)
    90, -1
> CC1CN(c2cc(=O)n(Cc3ccc(F)cc3)c(=O)[nH]2)CC(C)O1 (stereo not given)
    93, 7
> O=C(CC(c1ccccc1)c1cc(Br)ccc1O)NCCN1CCOCC1 (stereo not given)
    150, 4
> O=C(O)CSc1nc2ccc([N+](=O)[O-])cc2s1
    /, -6
> CCCOc1ccc(N2C(=O)CC(Nc3ccc(OC(F)(F)F)cc3)C2=O)cc1 (stereo not given)
    /, 8
> COC(=O)c1ccccc1NC(=O)COc1cccc2ccccc12
    /, 4
> NNc1nc2sc3c(c2c(=O)n1Cc1ccccc1)CCCC3
    /, -2
> N#Cc1cc2c(nc1SCC(=O)N1CCCCC1)CCCC2
    93, -12
> COc1cc([N+](=O)[O-])ccc1NC(=O)c1cccc(F)c1
    /, -1
> COc1cc(OC)c(OC)cc1CN1CCN(Cc2cc(OC)c(OC)cc2Br)CC1
    /, -13
> COc1ccc(C2CC(C(F)(F)F)n3nc(C(=O)N4CCC(C)CC4)c(Cl)c3N2)cc1OC (stereo not given)
    127, /
> O=C(CSc1nnc(-c2ccccc2)n1-c1ccccc1)N/N=C/c1ccccc1[N+](=O)[O-]
    /, 9

As entered above.
O=C1CN(S(=O)(=O)c2ccc3ccccc3c2)CC(=O)N1 in HePTP inhibitor reads -14
CCCOC(=O)c1ccc(NC(=O)C2C3C=CC(O3)C2C(=O)O)cc1 (stereo not given) in HePTP inhibitor reads -1
COc1cc([N+](=O)[O-])ccc1NC(=O)c1cccc(F)c1 in HePTP inhibitor reads -1

Other records follow:
Results follow in this order: BAP1 inh, HePTP inhibitor
> O=C(NC1CCCCC1)C1CC(O)CN1C(=O)OCc1ccccc1 (stereo not given)
    104, 2
> O=C(NC(c1ccccc1)c1ccccc1)C1CCCN(S(=O)(=O)c2cnc[nH]2)C1 (stereo not given)
    91, 4
> COC(=O)CSc1nnc(-c2ccc(OC)cc2OC)o1
    100, 5
> CC1Cc2nc(SCC(=O)Nc3ccc4c(c3)OCCO4)n(C)c(=O)c2S1 (stereo not given)
    98, /
> CN(C)c1cc[n+](Cc2ccccc2)cc1
    118, 12
> Cc1ccc(OCC(=O)Nc2ccccc2C(=O)O)c(Br)c1
    /, -13
> Cc1nc2nc3c(c(=O)n2[nH]1)CCC3
    62, -7
> O=C(COC(=O)c1c2c(nc3ccccc13)CCC2)c1ccc(-c2ccccc2)cc1
    60, /
> COc1ccc(C2C(C(=O)Nc3ccccc3)=C(C)N=C3SCC(=O)N32)cc1 (stereo not given)
    59, 7
> Cc1nc2nc[nH]n2c(=O)c1NC(=O)CC12CC3CC(CC(C3)C1)C2
    102, 11
> CC1CN(c2cc(=O)n(-c3ccccc3)c(=O)[nH]2)CC(C)O1 (stereo not given)
    90, -1
> Cc1ccsc1/C=C(\C#N)c1nc(-c2cccc([N+](=O)[O-])c2)cs1
    /, 7
> O=C(c1ccco1)N1CCN(C(c2ccc(F)cc2)c2nnnn2CC2CCCO2)CC1 (stereo not given)
    107, 12
> O=C(CCC(=O)N1CCN(S(=O)(=O)c2ccccc2)CC1)c1cccs1
    80, -8
> COc1ccc(Nc2nc(C(=O)NCCCN3CCOCC3)cs2)cc1
    97, 3
> CCC(=O)Oc1ccc2c(C)c(CC)c(=O)oc2c1C
    /, 7
> CCc1nnc(NC(=O)C2CCN(C(=O)NC3CCCCC3)CC2)s1
    102, 2
> Cc1cccc(OC(C)C(=O)N(Cc2cccs2)C2CCS(=O)(=O)C2)c1C (stereo not given)
    96, 3
> O=C1C=CC(=NOC(=O)c2ccccc2)C=C1
    /, -14
> O=C(O)Cn1nnc(-c2ccccc2Cl)n1
    /, -10

3 records picked at random from those above, as already listed:
Results follow in this order: BAP1 inh, HePTP inhibitor
> CCc1nnc(NC(=O)C2CCN(C(=O)NC3CCCCC3)CC2)s1
    102, 2
> COc1ccc(Nc2nc(C(=O)NCCCN3CCOCC3)cs2)cc1
    97, 3
> COc1ccc(C2C(C(=O)Nc3ccccc3)=C(C)N=C3SCC(=O)N32)cc1 (stereo not given)
    59, 7

(listing goes on)
Results follow in this order: BAP1 inh, HePTP inhibitor
> COc1ccc(C2CC(=O)C3=C(C2)Nc2ccccc2NC3c2ccc(O)cc2)cc1 (stereo not given)
    /, 2
> COc1ccccc1N1CCN(C(=O)CCCn2c(=O)[nH]c3ccsc3c2=O)CC1
    91, 5
> COc1ccc(S(=O)(=O)N(CC(=O)N2CCOCC2)c2cc(Cl)ccc2OC)cc1OC
    101, -5
> Cc1ccc(NC(=O)c2ccccc2NC(=O)c2cccs2)cc1
    /, 4
> Nc1nc(-c2ccc3c(c2)CCCC3)cs1
    /, 6
> O=C(Nc1ccccc1Cl)c1ccccc1[N+](=O)[O-]
    /, -15
> O=C(NC1CCCCC1)c1cccnc1C(=O)O
    94, -10
> CC1(C)Cc2nc(NCCN3CCOCC3)c(C#N)cc2CO1
    81, 2
> COc1cccc(-n2cnc3scc(-c4cccs4)c3c2=O)c1
    77, -10
> O=C(CSc1nnc(-c2ccco2)n1Cc1ccco1)N1CCOCC1
    100, 0
> CCCS(=O)(=O)N1CCC(C(=O)NC2CCCCC2C)CC1 (stereo not given)
    99, 0
> CCc1nnc(NC(=O)CSc2nnc(-c3ccco3)n2CC)s1
    112, -1
> COc1ccc(-c2noc(C34CC5CC(CC(C5)C3)C4)n2)cc1
    /, -4
> Cc1ccc(OCC(=O)Nc2ccc(C)c(Cl)c2)c(C)c1
    /, 0
> CCOC(=O)C1=C(C)NC(=O)NC1c1ccsc1 (stereo not given)
    /, 104*
> CN1CCN(CCC(=O)Nc2cccc(F)c2)CC1
    91, -5
> O=C1/C(=C/c2ccc(Br)o2)SC(=S)N1Cc1ccccc1
    /, 56*
> O=C(O)c1cccc(C(=O)O)n1
    82, 0
> CCn1c(SCC(=O)N2CCN(c3ccccc3F)CC2)nnc1-c1ccoc1C
    100, -4
> O=C(Nc1cccc(NC(=O)c2sc3ccccc3c2Cl)c1)c1ccco1
    56, /
> COc1ccc(N2C(=O)CSC2c2ccc3c(c2)OCO3)cc1 (stereo not given)
    101, 11
> O=C(CCNS(=O)(=O)c1cccc2nsnc12)NC1CCCc2ccccc21 (stereo not given)
    /, -2
> O=C1S/C(=C/c2ccc(Cl)c(Cl)c2)C(=O)N1c1ccccc1
    /, 5
> COc1ccc(-c2ccc(-c3noc(-c4ccccc4F)n3)c(OC)n2)cc1
    /, 8
> O=C(c1ccc(CS(=O)(=O)c2ccc(Br)cc2)o1)N1CCCC1
    97, 4
> COC(=O)c1c(N)sc2c1CCCCCC2
    /, -7
> CC1(C)CC(=O)C2=C(C1)Nc1ccccc1N1C(=O)c3ccccc3C21 (stereo not given)
    93, -10
> Cc1ccc2c(c1)C(O)(CC(=O)c1ccc3c(c1)OCO3)C(=O)N2 (stereo not given)
    108, -2
> COC(=O)c1cc(-c2ccc(Br)cc2)n[nH]1
    117, -6
> Cc1ccc(-n2cnc(N=CN(C)C)c2C(=O)c2ccccc2)cc1
    /, 9
> COC(=O)C(=C/C=C/c1cccnc1)C(=O)OC
    /, 7
> CC(C)(C)c1cc(C(=O)N2CCN(c3ncccn3)CC2)ccn1
    106, 3
> Cn1c(-c2ccco2)nc2cc3ccccc3cc21
    /, 3
> Cc1ccc(NC(=O)Cn2nc(C)cc2C)cc1
    89, 6
> COC(=O)c1c(C)oc2ccc(OC(=O)c3ccc(OC)c(OC)c3)cc12
    /, 6
> O=C(O)CCC1NC(=S)N(c2ccccc2)C1=O (stereo not given)
    /, -4
> CCOC(=O)Nc1ccc(C)cc1Br
    102, 1
> CC1=CS/C(=C(/C#N)C(=O)N2CCOCC2)N1c1ccccc1
    80, 9
> CCOC(=O)N1CCN(Cc2c(F)cccc2Cl)CC1
    96, 2
> CCn1c(-c2ccccc2Br)n[nH]c1=S
    /, -10
> CCOC(=O)Cc1csc(NC(=O)CSc2nnc(C(C)C)n2CC)n1
    106, 14
> COCCOC(=O)C1=C(C)NC(=O)NC1c1ccc(C)s1 (stereo not given)
    /, -21
> COc1ccc(Cn2c(-c3ccco3)nc3oc4cc(OC)ccc4c(=O)c3c2=O)cc1
    66, 2
> Cc1cc(C)nc(NC(=O)Cc2cccs2)n1
    93, 3
> C=CCNc1oc(-c2ccc(OC)cc2)nc1C#N
    412, 6
> Cc1cc(C)c(C#N)c(SCC(=O)Nc2cccc(C)c2C)n1
    /, -14
> CC(=O)Nc1nonc1C(=O)N1CCC(C)CC1
    136, 1
> CCN(CC)S(=O)(=O)c1ccc(NC(=S)Nc2ccc(F)cc2)cc1
    /, -3
> COc1cc2[nH]c(=O)n(CCC(=O)N3CCN(c4cc(Cl)ccc4C)CC3)c(=O)c2cc1OC
    /, -8
> Cc1ccc(N2C(=O)CSC2c2ccc3c(c2)OCO3)cc1 (stereo not given)
    /, 3
> O=C1c2cccnc2C(=O)N1C1CCCCC1
    137, 4
> CC(C)=C1C2C=CC1C1C(=O)N(c3ccc(C)cc3[N+](=O)[O-])C(=O)C21 (stereo not given)
    /, -5
> CC1CN(Cc2nc3c(c(=O)n(C)c(=O)n3C)n2CCN2CCOCC2)CC(C)O1 (stereo not given)
    104, -4
> Cc1ccc(-c2nc3ncccn3c2Nc2ccc3c(c2)OCCO3)o1
    107, 5
> Cc1nnc(N/N=C\c2ccc(C(F)(F)F)cc2)[nH]c1=O
    /, 0
> O=C(CCN1CCc2ccccc2C1)Nc1ccc2c(c1)OCO2
    92, 5
> Cc1sc2nc3n(c(=O)c2c1C)CCCS3
    102, 4
> COc1ccc(S(=O)(=O)N(C)CC(=O)N2CCC(C(N)=O)CC2)cc1Cl
    91, 12
> CC1=C(C(=O)OC(C)C)C(c2ccccn2)n2ncnc2N1 (stereo not given)
    95, 4
> Cc1ccc(S(=O)(=O)Cn2nnnc2C(c2ccccc2)N2CCN(c3ncccn3)CC2)cc1 (stereo not given)
    79, 9

Structures above marked active in HePTP inhibitor:
Results follow in this order: BAP1 inh, HePTP inhibitor
> CCOC(=O)C1=C(C)NC(=O)NC1c1ccsc1 (stereo not given)
    /, 104*
> O=C1/C(=C/c2ccc(Br)o2)SC(=S)N1Cc1ccccc1
    /, 56*

Additional records.
Results follow in this order: BAP1 inh, HePTP inhibitor
> CS(=O)(=O)N1CCN(C(=O)C2c3ccccc3Oc3ccccc32)CC1
    117, 4
> CCN1CCN(c2ncnc3c2sc2nc(N4CCOCC4)c4c(c23)CCC4)CC1
    /, -6
> O=C(NCCC1=CCCCC1)C1CCCN(S(=O)(=O)c2ccc(F)cc2)C1 (stereo not given)
    132, -1
> Cc1ccc(CNC(=O)C(=O)Nc2ccc(Br)cc2)cc1
    /, 5
> CC(C)NC(=O)c1ccc(CS(=O)(=O)c2ccc(Br)cc2)o1
    92, 2
> COc1cccc(C2C(C(=O)c3ccco3)=C(O)C(=O)N2CCCN2CCOCC2)c1OC (stereo not given)
    96, 0
> Cc1nc2cc(-c3ccc(Cl)cc3)nn2c(C)c1Cl
    /, 2
> O=C(NC(=S)Nc1ccccc1Cl)c1cccnc1
    /, 7
> CCOc1cc(C(=O)Nc2ccc(Cl)cc2Cl)cc(OCC)c1OCC
    /, 0
> COc1ccc(C(=O)Oc2ccc3c(C)cc(=O)oc3c2C(C)=O)cc1
    /, -1
> COCCN(C(=O)C1CC1)c1nnc(-c2cccc(C)c2)s1
    89, -12
> CCOc1ccc(NC(=O)c2cccnc2C(=O)O)cc1
    114, -1
> CCOC(=O)CSc1nc(C)c(Cl)c(=O)[nH]1
    /, -8
> CC(=O)n1nc2nc(C)cc(C)c2c1N
    122, -9
> COc1ccccc1OCC(=O)NCc1cccs1
    98, -4
> CC(C)Oc1ccc(-c2cc(=O)[nH]c(=O)[nH]2)cc1
    /, 7
> CCOC(=O)Cc1csc(SCC(=O)Nc2cccc(C#N)c2)n1
    99, 10
> O=C(NCC1CCCO1)c1cc2nc(-c3ccc([N+](=O)[O-])cc3)cc(C(F)(F)F)n2n1 (stereo not given)
    /, 6
> C=CCn1c(COC)nnc1SCC(=O)c1ccc(F)cc1
    60, 3
> Cc1ccc(C(c2nnnn2CCc2ccccc2)N2CCSCC2)cc1 (stereo not given)
    93, 8
> C=CCn1c(NC(=O)c2cccs2)c(C(=O)OCC)sc1=S
    /, 8
> O=C1c2ccccc2C(=O)N1CCCn1c(=O)oc2ccccc21
    150, 8
> O=C(CN1C(=O)COc2ccccc21)N(Cc1cccnc1)Cc1ccccc1F
    103, 7
> CC1CCCC(NC2CCCCNC2=O)C1 (stereo not given)
    97, 4
> COc1cc(C=Nc2ccc(N=Cc3cc(Br)c(O)c(OC)c3)cc2)cc(Br)c1O
    /, -22
